# Screens (PubChem BioAssay)
# MT1-MMP act inh: inhibitors of human MT1-MMP activation; P50281; 0.061% of 360,000 active; GFP/RFP ratio change, % at 20 µM; HT1080 RFP-PRO-GFP cells, GFP/RFP ratio fluorescence, overnight; percent of plate control window, DMSO zero;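 active = GFP/RFP ratio change of at least 30% with cell ATP level not reduced by more than half and red fluorescence within 50% of control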; note: strong numbers were not always called active
#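 Assay system: HT1080 cells carrying an RFP-PRO-GFP reporter | Dosing: Single dose of 20 µM compound, 1% DMSO final | Incubation: Cells overnight before dosing, compound overnight, 37 °C, 5% CO2 | Evaluation: GFP/RFP fluorescence ratio | Control set: DMSO and RFP-L50D-GFP cell wells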
# Rpn11 block: inhibitors of human proteasome Rpn11 | O00487 | human 26S proteasome, Ub4-pepOG fluorescence polarization; 20S core pre-blocked with epoxomicin | calls only at 20 µM | 0.59% of 360,000 active | AID 588493;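 active = inhibition at 20 µM, scaled to each plate's controls, above about 33%, limit read from the data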
# Target sequence (O00487 whole entry, looked up): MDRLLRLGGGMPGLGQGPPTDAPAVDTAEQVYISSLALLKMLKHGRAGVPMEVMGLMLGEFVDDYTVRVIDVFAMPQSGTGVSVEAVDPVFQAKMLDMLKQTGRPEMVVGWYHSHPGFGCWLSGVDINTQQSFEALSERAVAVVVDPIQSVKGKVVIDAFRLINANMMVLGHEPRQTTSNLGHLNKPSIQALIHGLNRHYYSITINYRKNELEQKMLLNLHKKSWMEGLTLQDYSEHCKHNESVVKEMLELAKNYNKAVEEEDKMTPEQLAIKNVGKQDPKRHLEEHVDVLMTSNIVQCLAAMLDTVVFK
# MsrA inh: inhibitors of bovine MsrA. inhibition, % at 15.5 µM. AID 651718. purified bovine MsrA, absorbance read-out. 0.75% of 360,000 active; in the data active = inhibition above about 4.5%;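 note: 0% = vehicle wells with enzyme and 100% = reference inhibitor wells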
# E coli Lon inh: inhibits E. coli Lon protease; P0A9M0; purified E. coli Lon protease, fluorescence polarization; inhibition, % at 7.94 µM; 0.42% of 360,000 active; AID 602123; in the data active = inhibition above about 13%, passing the limit was not always enough;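 note: 0% = enzyme with probe and DMSO and 100% = no enzyme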
# FAS TE block: FAS thioesterase (human) inhibition; inhibition, % at 15 µM; P49327; AID 602261; recombinant FAS-TE, OMFH fluorogenic substrate, fluorescence endpoint; 0.67% of 360,000 active;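 active = compounds whose normalised, plate-corrected inhibition of enzyme fluorescence in the single-dose primary screen is 50% or more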;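 note: 0% = DMSO with enzyme and 100% = substrate without enzyme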
# CSN inh: CSN deneddylation inhibition; Purified CSN, SCF-Nedd8-OG deneddylation, fluorescence polarization; inhibition, % at 12.5 µM; 0.38% of 360,000 active;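 active = pattern-corrected inhibition above about 35%, with an unprinted fluorescence ratio check between 0.5 and 1.5, limit read from the data, passing the limit was not always enough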;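 note: 0% = enzyme with substrate and 100% = substrate without enzyme; some results filed as inactive read as strong as hits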
# Target sequence (Q92905 whole entry, looked up, one chain of several): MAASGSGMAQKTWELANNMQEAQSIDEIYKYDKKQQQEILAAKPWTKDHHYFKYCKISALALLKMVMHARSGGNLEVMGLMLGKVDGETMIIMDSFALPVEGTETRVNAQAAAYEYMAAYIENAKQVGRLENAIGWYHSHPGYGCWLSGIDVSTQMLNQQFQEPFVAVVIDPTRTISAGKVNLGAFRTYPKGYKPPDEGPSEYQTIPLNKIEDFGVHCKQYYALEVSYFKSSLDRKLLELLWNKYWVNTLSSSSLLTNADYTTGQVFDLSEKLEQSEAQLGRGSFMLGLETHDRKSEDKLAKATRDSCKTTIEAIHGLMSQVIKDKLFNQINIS
#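 Assay system: Purified human Csn5 enzyme expressed in HEK293T cells | Amount: Enzyme 0.24 nM | Measured by: Fluorescence polarization readout | Medium: Tris/NaCl/DTT buffer, pH 7.5 | Compound dosing: One concentration, 12.5 µM, 0.25% DMSO | Times: 90 min incubation of compound, enzyme and substrate at room temperature | Control set: no-enzyme wells high, enzyme-with-substrate wells low | Read-out: % inhibition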
# Rin1-Abl PPI inh: human Rin1-Abl interaction inhibition; P00519+Q13671; TR-FRET Rin1/Abl binding, biochemical; inhibition, % at 7.35 µM; 0.4% of 360,000 active; AID 588664; in the data active = inhibition above about 5%, passing the limit was not always enough
# MsrA act: activates bovine MsrA enzyme; 0.3% of 360,000 active; purified bovine MsrA, absorbance read-out; activation, % at 10.6 µM; in the data active = activation above about 7.5%;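 note: 0% = vehicle and 100% = reference activator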
# PABP1 MLLE inh: blocks PAM2 peptide binding to the PABP1 MLLE domain. P11940. GST-MLLE / FITC-PAM2 fluorescence polarization. inhibition, % at 20 µM. 0.36% of 360,000 active. AID 588489; in the data active = inhibition above about 35%, passing the limit was not always enough;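 note: plate controls were DMSO wells with GST-MLLE for no effect and wells lacking GST-MLLE protein for full effect; some results filed as inactive read as strong as hits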
# Active calls of the source: *; i = inactive; x = not tested or not shown; + = active, no number.
SMILES,MT1-MMP act inh,Rpn11 block,MsrA inh,E coli Lon inh,FAS TE block,CSN inh,Rin1-Abl PPI inh,MsrA act,PABP1 MLLE inh
CNC(=O)COC(=O)c1cc2c(C)nn(-c3ccc(F)cc3)c2s1,-8,i,-0.8,4,-4,-4,-1,-8,-6
O=C(O)c1ccc(NS(=O)(=O)c2ccc(Cl)c(C(=O)Nc3ccccc3[N+](=O)[O-])c2)cc1,0,i,1.1,-1,-2,4,-1,-7,-2
CC(C)N(Cc1cc2ccccc2[nH]c1=O)C(=O)c1cccnc1,-1,i,0.5,2,-2,-4,-3,0,12
CN(C)c1ccc(/C=C2\SC(N3CCCCC3)=NC2=O)cc1,-92,x,0.4,-329,-11,84*,-13,-3,-152
Cc1c(Cl)cccc1NC(=S)NCCc1ccc(F)cc1,-1,i,1.4,-7,11,3,-1,-6,22
O=C(N/N=C\c1ccc(Cl)cc1)c1sccc1-n1cccc1,2,i,3.2,-2,0,2,-3,-12,-4
Cc1ccccc1CN1CCC(n2nccc2NC(=O)c2ccc3c(c2)OCO3)CC1,0,i,0.4,-7,-1,-1,-1,0,4
Nc1ccccc1C(=O)NCc1ccccc1,0,i,0.4,-4,-6,-1,1,-2,2
CCN1CCc2c(sc(NC(=O)C3COc4ccccc4O3)c2C(N)=O)C1 (configuration not stated),-1,i,-0.3,-1,-6,3,1,-3,16
CC(C)CCn1c(NCCc2ccccc2)nc2c1c(=O)n(C)c(=O)n2C,-6,i,-0.5,-1,5,0,0,-1,-10
COc1cc(/C=N/NC(=O)c2cccc([N+](=O)[O-])c2)ccc1O,4,i,3.1,3,-2,2,4,-6,12
COC(=O)C1=C(C)N(Cc2ccc(C)cc2)C(=O)/C1=C\c1cc(OC)c(OC)c(OC)c1,-14,i,1.1,2,-2,4,-5,-3,-1
O=C(OC1CCc2ccccc2C1=O)c1ccccc1O (configuration not stated),-8,i,-0.2,-8,16,-2,-1,-2,-2
Cc1ccc(NC(=S)N/N=C/c2ccc(OCCC(C)C)cc2)c(C)c1,4,i,2.9,-7,13,0,0,-4,28
CCC(CC)C(=O)Nc1c(C)n(C)n(-c2ccccc2)c1=O,2,i,-0.3,3,-20,1,3,-14,14
COc1ccc(NC(=O)NCCN2C(=O)C3C4C=CC(C4)C3C2=O)cc1 (configuration not stated),3,i,-0.3,-10,-3,-1,-1,0,-13
COc1ccc(N=c2oc3cc(O)ccc3cc2C(=O)NCC2CCCO2)cc1 (configuration not stated),10,i,-0.1,-9,-5,4,-4,-3,-6
Cc1noc(C)c1COc1ccc(C(=O)OCC(=O)NC2CCCCC2C)cc1 (configuration not stated),2,i,0.2,-1,-2,-2,-1,1,-6
CC(=O)Nc1cccc(C(=O)OC(C(=O)c2ccc(C)cc2)c2ccccc2)c1 (configuration not stated),-3,i,-0.7,-4,22,1,1,-2,-7
Cc1onc(-c2ccccc2)c1-c1ccnc(N)n1,-3,i,-1.3,-8,-4,6,1,-2,-9

# Reformatted: 2 of the compounds above
Compound: CCC(CC)C(=O)Nc1c(C)n(C)n(-c2ccccc2)c1=O
  MT1-MMP act inh: 2	Rpn11 block: i	MsrA inh: -0.3	E coli Lon inh: 3	FAS TE block: -20	CSN inh: 1	Rin1-Abl PPI inh: 3	MsrA act: -14	PABP1 MLLE inh: 14
Compound: COc1ccc(NC(=O)NCCN2C(=O)C3C4C=CC(C4)C3C2=O)cc1 (configuration not stated)
  MT1-MMP act inh: 3	Rpn11 block: i	MsrA inh: -0.3	E coli Lon inh: -10	FAS TE block: -3	CSN inh: -1	Rin1-Abl PPI inh: -1	MsrA act: 0	PABP1 MLLE inh: -13

# The list continues:
SMILES,MT1-MMP act inh,Rpn11 block,MsrA inh,E coli Lon inh,FAS TE block,CSN inh,Rin1-Abl PPI inh,MsrA act,PABP1 MLLE inh
CCCCNC(=O)COC(=O)c1c2c(nc3ccccc13)/C(=C/c1cccs1)CC2,-6,+,0.7,-44,12,7,2,-4,-17
Cc1nnc(NC(=O)c2ccc(S(=O)(=O)N(C)Cc3ccccc3)cc2)o1,7,i,x,-3,-5,-2,3,-9,9
CCNC(=O)C(=O)Nc1ccc([N+](=O)[O-])cc1,1,i,3.2,-11,2,-14,3,-17,6
COc1cc(CNC(C)(C)CO)cc(Br)c1OCc1ccc(Cl)cc1,-16,i,0.7,-3,-8,-7,0,3,3
Cc1cc(C)cc(CC2CC(=O)N(c3nc(C)cc(C)n3)C2=O)c1 (configuration not stated),2,i,0.7,0,-6,1,0,-2,3
O=C(CN1C(=O)NC2(CCCCC2)C1=O)Nc1ccc(N2CCCCC2)cc1,0,i,1.5,3,-6,0,1,-3,0
O=C1CSC(c2cccc([N+](=O)[O-])c2)N1Cc1ccccc1 (configuration not stated),1,i,-1.1,-2,1,1,-2,-4,0
N#Cc1ccccc1C[C@H](N)C(=O)NC[C@H]1O[C@@H](n2ccc(N)nc2=O)[C@H](O)[C@@H]1O,1,i,1.4,-2,-10,0,1,-6,6
COc1cc(NC(=O)C/C(C)=N/NC(=O)C(OC)c2ccccc2)c(OC)cc1Cl (configuration not stated),0,i,-0.2,-4,-4,-17,3,3,-8
COc1ccc(CC(N)c2csc(NC(=O)c3ccccc3)n2)cc1 (configuration not stated),13,i,1.8,-12,-5,4,-3,-7,-8
CCOC(=O)C1CCN(c2ncnc3c2cnn3-c2ccc(Cl)cc2)CC1,4,i,-0.2,-9,23,0,2,-8,-11
CNc1ccn(C2CCCO2)c(=O)n1 (configuration not stated),1,i,-0.1,5,-6,1,-4,1,8
O=C(CSc1nc2ccccc2c(=O)n1CCCO)NC1CC1,-1,i,0.6,-2,-9,-1,2,-2,19
CC1CCN(C(=O)C(C)Sc2nc(-c3ccccc3)cc(C(F)(F)F)n2)CC1 (configuration not stated),-18,i,1.8,2,21,-4,0,4,-4
COCCOCC(O)CN1CCN(c2ccc(C)cc2)CC1 (configuration not stated),3,i,-0.2,-9,-8,-2,2,-2,3
CC(C)NS(=O)(=O)c1ccc(CCC(=O)N2CCC(C(N)=O)CC2)cc1,2,i,-1.1,-13,-3,-1,2,-3,3
CNC(=O)CSc1nc2[nH]ncc2c(=O)[nH]1,-3,i,-0.7,-11,4,1,0,-1,-8
CC1CCCN(C(=O)CN(c2ccccc2)S(=O)(=O)c2ccc(F)cc2)C1 (configuration not stated),-4,i,-1.4,-4,4,-4,3,-1,-1
O=C(Cn1cnc2sc(-c3ccccc3)cc2c1=O)NCc1ccccc1,2,i,1.3,-3,-5,10,-1,2,-14
Cc1ccc(NC(=O)C(C)OC(=O)c2ccc(Cl)nc2)cc1S(=O)(=O)N1CCOCC1 (configuration not stated),4,i,-0.3,-9,0,0,-1,-10,-10
COC(=O)c1ccc(OC)c(OC2CCCC2)c1,-1,i,-1.0,-6,-2,2,-1,-3,-7
CNC(=S)N1CCC(NC(=O)C23CC4CC(CC(C4)C2)C3)CC1,0,i,0.0,4,-4,-11,-1,-4,-140
CCCCn1c(NC(=O)c2ccccc2)nc2ccccc21,1,i,2.5,0,12,-2,-3,-11,9
O=S(=O)(c1cnc[nH]1)N1CCCCCC1,-5,i,-0.2,8,-9,-1,-8,-3,15
O=C(O)c1ccc(NC(=S)NC2CCCCC2)cc1,1,i,1.0,-2,-5,-1,5,-4,34
CCC(C)NC(=O)c1cn(CC)c2cc(N3CCN(C)CC3)c(F)cc2c1=O (configuration not stated),-3,i,2.4,5,-4,-3,1,2,-4
COc1cc(C(=O)OCC(=O)NCc2ccco2)cc(OC)c1OC,1,i,-0.1,-3,-2,4,-1,-7,1
O=C1CCN(CCc2ccccc2)CCN1CCOc1ccccc1,7,i,-1.2,-11,3,-4,1,-4,-9
O=C(NCc1ccc2c(c1)OCO2)C1CCCN1S(=O)(=O)c1ccc(F)cc1 (configuration not stated),1,i,0.4,14,-4,1,-1,-1,3
CC1CCCCN1S(=O)(=O)c1ccc(C(=O)Nc2ccccc2-c2nc3ccccc3[nH]2)cc1 (configuration not stated),-4,i,-0.7,1,31,1,2,-4,10
Cc1occc1-c1nnc(SCC(=O)N(C)c2ccccc2)o1,2,i,1.2,4,-6,5,-1,-2,9
CCCc1c(O)nc(SC2CC(=O)N(c3cc(OC)ccc3OC)C2=O)[nH]c1=O (configuration not stated),1,i,1.5,7,-1,1,-2,3,28
O=C(NCCCn1ccnc1)c1cn(-c2ccccc2)nc1-c1ccccc1,-3,i,-0.9,3,-8,2,0,0,12
COc1cccc(CN(C)C(=O)CC[C@H]2O[C@@H](n3ccc(=O)[nH]c3=O)[C@H](O)[C@@H]2O)c1,4,i,-0.1,-6,-11,-1,0,-2,5
COc1cc(C(=O)Nc2cccc(-c3nc4cc(C)ccc4o3)c2)cc(OC)c1OC,-4,i,0.1,-12,-1,-3,-1,-2,-22

# Looked up above:
# CC1CCCCN1S(=O)(=O)c1ccc(C(=O)Nc2ccccc2-c2nc3ccccc3[nH]2)cc1 (configuration not stated) @ MsrA act = -4
# O=S(=O)(c1cnc[nH]1)N1CCCCCC1 @ PABP1 MLLE inh = 15
# O=C(O)c1ccc(NC(=S)NC2CCCCC2)cc1 @ PABP1 MLLE inh = 34
# O=C(NCCCn1ccnc1)c1cn(-c2ccccc2)nc1-c1ccccc1 @ MsrA act = 0

# 3 successive entries from above, for reference:
SMILES,MT1-MMP act inh,Rpn11 block,MsrA inh,E coli Lon inh,FAS TE block,CSN inh,Rin1-Abl PPI inh,MsrA act,PABP1 MLLE inh
COC(=O)c1ccc(OC)c(OC2CCCC2)c1,-1,i,-1.0,-6,-2,2,-1,-3,-7
CNC(=S)N1CCC(NC(=O)C23CC4CC(CC(C4)C2)C3)CC1,0,i,0.0,4,-4,-11,-1,-4,-140
CCCCn1c(NC(=O)c2ccccc2)nc2ccccc21,1,i,2.5,0,12,-2,-3,-11,9
